PTHR1 agonist – agonists of human PTHR1 parathyroid hormone receptor | Q03431 | actives 0.075% (n = 410,000) | HEK293 GP2 PTHR1 cells, GloSensor cAMP luminescence, 1 h | Potency, µM (top dose mostly 115 µM), for inactives: at the top dose activation, usual class: activators; also: potency is read from the fitted curve at half-maximal effect; nearly all actives have a fitted effect of over 55% in size; some results filed as inactive show a strong effect at the top dose; inactives centre near -15; many of its hits are not listed in these tables
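HEK-293-derived GP2 cells expressing PTHR1 and a GloSensor cAMP reporter, 3,000/well, plated overnight, given luciferin plus IBMX (each 0.5 mM as added) for 1 h at 37 °C, then compound for 1 h at 37 °C. Luminescence was read after 15 min at room temperature.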
GLP-1R agonist – agonists of human GLP-1 receptor; HEK293 GLP-1R CRE-luciferase, luminescence, 4-6 h; cells express a hypersensitive GLP-1R form; Potency, µM (highest dose often 45.6 µM), for the others: at the top dose activation, actives largely listed as activators; actives 0.007% (n = 380,000); also: potency is read from the fitted curve at half-maximal effect; % of control where 0% means no effect
Target sequence (P43220 whole entry, looked up): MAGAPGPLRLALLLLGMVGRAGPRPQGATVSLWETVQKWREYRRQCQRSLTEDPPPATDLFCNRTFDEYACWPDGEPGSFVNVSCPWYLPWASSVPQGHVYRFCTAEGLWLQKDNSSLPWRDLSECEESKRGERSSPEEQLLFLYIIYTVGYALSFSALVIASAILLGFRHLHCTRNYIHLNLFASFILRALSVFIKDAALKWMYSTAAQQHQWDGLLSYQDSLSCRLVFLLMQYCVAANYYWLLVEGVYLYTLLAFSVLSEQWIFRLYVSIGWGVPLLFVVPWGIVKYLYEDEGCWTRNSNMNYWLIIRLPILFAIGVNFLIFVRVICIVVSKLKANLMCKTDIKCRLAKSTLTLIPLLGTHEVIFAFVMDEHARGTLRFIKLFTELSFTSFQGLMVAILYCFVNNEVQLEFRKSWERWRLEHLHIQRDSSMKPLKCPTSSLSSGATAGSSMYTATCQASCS
GLP-1R inv ag – GLP-1 receptor (human) inverse agonism; HEK293 GLP-1R CRE-luciferase, luminescence, 24 h; GLP-1R form is constitutively active; Potency, µM (titrated, usually from 38.3 µM), for the others: at the top dose activity change, negative = inhibition, most hits filed as inhibitors; AID 624417; actives 1.6% (n = 410,000); also: potency is read from the fitted curve at half-maximal effect; % is scaled to controls: 0 for no effect and ±100 for the full control effect; nearly all actives have a fitted effect of over 55% in size
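Assay principle: reduced luminescence from a cAMP-responsive reporter in HEK293 cells co-expressing a constitutively active GLP-1R. Conditions: 24 hr compound incubation, 37 deg C, 5% CO2.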
FUS yeast rescue – FUS proteinopathy suppression in yeast; AID 1347120; S. cerevisiae FUS-expressing, growth rescue, OD600, 24 h; Potency, µM (top dose mostly 76.6 µM), without a hit: top-dose growth rescue (activation), actives largely listed as activators; actives 0.24% (n = 390,000);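 also: potency is read from the fitted curve at half-maximal effect; plate controls were DMSO vehicle for no effect and reference control for full effect; nearly all actives have a fitted effect of over 55% in size; some results filed as inactive show a strong effect at the top dose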
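Restored growth of FUS-toxic S. cerevisiae, read as 600 nm absorbance after 24 h at 30C in galactose medium (starting OD 0.005). Controls CP55940 and DMSO.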
D3 antag – antagonists of human D3 dopamine receptor; D3R cells, DiscoveRx beta-arrestin luminescence, antagonist mode; hits give low values; max response, negative = inhibition, %; actives 2.5% (n = 360,000); AID 652054; in the data active = max response below about -50%; inconclusive = no clear call, values can overlap the other calls; also: % is scaled to controls: 0 for no effect and ±100 for the full control effect; mostly tested at two doses, the higher about 12 µM
Target sequence (P35462 whole entry, looked up): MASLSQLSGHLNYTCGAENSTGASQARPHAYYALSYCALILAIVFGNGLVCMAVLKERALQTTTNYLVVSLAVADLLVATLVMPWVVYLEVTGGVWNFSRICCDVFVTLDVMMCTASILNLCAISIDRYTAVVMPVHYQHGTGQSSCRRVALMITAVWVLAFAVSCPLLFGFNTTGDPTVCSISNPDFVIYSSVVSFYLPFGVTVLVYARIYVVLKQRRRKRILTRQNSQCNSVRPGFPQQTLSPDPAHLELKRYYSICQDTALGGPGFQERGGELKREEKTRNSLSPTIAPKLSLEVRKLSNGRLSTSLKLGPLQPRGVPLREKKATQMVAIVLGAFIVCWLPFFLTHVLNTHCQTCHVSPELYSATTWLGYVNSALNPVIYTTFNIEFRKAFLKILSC
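Cells expressing the human receptor were seeded at 1500 cells/well, incubated overnight at 37 degrees C in 5% CO2, then exposed to library compounds with dopamine controls for 90 minutes at 37 degrees C before luminescent detection.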
TDP-43 yeast inh – inhibitors of TDP-43 toxicity in yeast. TDP-43 expressing yeast growth rescue, BacTiter-Glo, 24 h. Potency, µM (series often up to 46.1 µM), for the others: top-dose growth rescue (activation), most hits filed as activators. actives 1.8% (n = 410,000); also: potency is read from the fitted curve at half-maximal effect; % of control where 0% means no effect; nearly all actives have a fitted effect of over 50% in size
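Cell-based yeast growth screen: TDP-43 expression induced in galactose, inoculum OD600=0.02 after raffinose pregrowth to mid-log. Read-out BacTiter-Glo luminescence at 24 hr, 30 deg C; inhibition of toxicity seen as signal increase.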
pAkt inh – Akt phosphorylation inhibition; actives 0.32% (n = 360,000); Neuro2A IGF-stimulated pAkt S473 HTRF, 20 min; hits give low values; AID 651550; activity change, % for hits at 50 µM; in the data active = activity change below about -80%; inconclusive = mostly about -51% to -80%; also: % is scaled to controls: 0 for no effect and ±100 for the full control effect
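Neuro2A cells in DMEM with 0.5% FBS, overnight at 37 deg C, given compound at single 50 µM final, then IGF (6 nM final) for 20 min at 37 deg C. Lysed; phospho-Akt Ser473 by HTRF after 24 h, 665/615 ratio.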
Abeta rescue – compounds reversing amyloid beta toxicity in yeast. yeast expressing A-beta42, growth rescue, OD600, 48 h; response scale: 0% DMSO, 100% iron-clioquinol control. Potency, µM (top dose mostly 46.1 µM), for the others: top-dose growth rescue, usual class: activators. actives 0.063% (n = 410,000). AID 1347071; also: potency is read from the fitted curve at half-maximal effect; nearly all actives have a fitted effect of over 55% in size
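Growth rescue measured by 600 nm absorbance after 48 h yeast culture at 30 C with compound. Values normalized between DMSO and an equimolar ferric chloride plus clioquinol control.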
aSyn rescue – rescues yeast growth from alpha-synuclein toxicity. actives 0.14% (n = 370,000). Potency, µM (doses to about 46.1 µM), for the others: top-dose growth rescue (activation), most hits filed as activators. Yeast expressing alpha-synuclein, growth rescue, BacTiter-Glo, 24 h. AID 652106; also: potency is read from the fitted curve at half-maximal effect; % of control where 0% means no effect; nearly all actives have a fitted effect of over 65% in size
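Screening used galactose-induced yeast with toxic alpha-synuclein levels, exposed to compound for 24 hr at 30 deg C. Cell growth, read with BacTiter-Glo luminescence, gave the measured signal.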
* marks the source's active call; other numbers are inactive results; i = inactive; u = inconclusive; x = no result given; & = joins results of further samples; [ ] = another dose, or the depositor's remark. Unless noted, calls follow the shape of the dose curve; as a rule, active = well fitted curve in the direction sought with a large enough effect; inconclusive = small, poorly fitted or top-dose-only effect, or another doubt; inactive = no such curve, though single readings can be large; an effect the other way counts as inactive or inconclusive. These rows are one share of the data, so the mix of outcomes need not match the whole.

SMILES | PTHR1 agonist | GLP-1R agonist | GLP-1R inv ag | FUS yeast rescue | D3 antag | TDP-43 yeast inh | pAkt inh | Abeta rescue | aSyn rescue
COc1ccc(CN2CCN(S(=O)(=O)c3ccc(C)cc3)CC2)cc1Br | -13%[57.5 µM] | 6% | u | 6% | -26 | -1% | i | -18% | 2%
COc1ccc(CC(=O)N(Cc2ccccc2)C(C)C)cc1 | i | -4% | u | 14% | 0 | 21% | i | 6% | 0%
CCN(CC)S(=O)(=O)c1ccc2oc(C(=O)NC3CC3)c(C)c2c1 | i | 19% | -22% | 25% | 1 | -1% | i | -6% | 7%
CC(C)c1nnc(NC(=O)c2sc3ccccc3c2Cl)s1 | -24%[57.5 µM] | -18% | -30% | -4% | 8 | u | i | -25% | 6%
COc1cc(OC)c2c(-c3cccc(/C=C/c4ccc(F)cc4)c3)cc(=O)oc2c1 | i | -7% | -14% | 13% | -1 | 18% | i | 5% | -1%
CCc1cccc(NC(=O)c2cccc3c2C(=O)N(CC2CCCO2)C3)c1 (stereo unspecified) | -22% | 2% | u | 33% | 9 | 18µM* | i | -9% | -15%
CC(C)(C)c1ccc(NC(=O)COc2ccc(-n3ccnc3)cc2)cc1 | -15% | -27% | u | 25% | 12 | -3% | i | 15% | -5%
CC(NC(=O)Cn1c(NCCO)nc2ccccc21)C1CC2CCC1C2 (stereo unspecified) | i | 2% | 2% | -1% | -10 | -5% | i | -3% | 0%
Cc1cc(=O)oc2cc(OCC(=O)N3CCCC3)c(Cl)cc12 | -10% | -3% | 6% | -2% | -2 | 15% | i | -1% | 7%
COc1ccc(NC(=O)NNC(=O)c2cc(C3CC3)nc3ccccc23)c(OC)c1 | -37%[inhibitor] | -2% | -15% | 11% | -19 | -8% | i | 5% | -3%
CCCCc1ccc(C2C3=C(CC(C)(C)CC3=O)NC3=C2C(=O)c2ccccc23)cc1 (stereo unspecified) | -12% | -2% | 3.5µM* | x | -12 | -1% | i | 5% | 8%
COc1cc(C2C(C#N)=C(N)OC3=C2C(=O)CCC3)cc(OC)c1OC(=O)N1CCOCC1 (stereo unspecified) | i | -33% | 15% | -6% | -5 | 6% | i | 24% | -14%
COC(=O)C(C)N1C(=O)S/C(=C/c2cc(C)n(-c3ccccn3)c2C)C1=O (stereo unspecified) | -95%[inhibitor] | 13% | -26% | u | -3 | 20% | i | -4% | 10%
COc1cccc(-c2cnc(C(O)c3ccc(Cl)c(F)c3)[nH]2)c1 (stereo unspecified) | i | 0% | 0% | 1% | -1 | 16% | i | -4% | 16%
CCN(Cc1ccccc1)C(=O)C(CC(C)C)NS(=O)(=O)c1ccc2c(c1)CCN2C(C)=O (stereo unspecified) | i | x | 5% | 31% | x | 0% | x | 8% | x
CCOc1ccc(NC(=O)CN(C)C(=O)c2cc(-c3ccncc3)nc3ccccc23)cc1OCC | -19% | 11% | -9% | 23% | 6 | 11% | i | 13% | 1%
Cc1ccc(Nc2nc3ccccc3nc2-n2nc(C)cc2C)c(Cl)c1 | -19% | x | 2% | -19% | x | 28% | x | 5% | x
CCN(CC)C(=O)c1cccc(-c2csc(C(O)(c3ccccc3)C(F)(F)F)n2)c1 (stereo unspecified) | i | -5% | u | 45% | 9 | u | i | 23% | u
Cc1ccc(CN2CCC(N3CCC(C(=O)NCC4CCCO4)CC3)CC2)o1 (stereo unspecified) | -16% | 5% | 1%[7.66 µM] | 27% | -2 | -16%[9.22 µM] | i | -13% | 1%
Cc1cccc(NC(=O)C(Cc2ccccc2)c2nn[nH]n2)c1C (stereo unspecified) | -7% | -6% | -1% | -7% | 4 | 12% | i | 1% | 1%
Cc1ccc(C(=O)OCC(=O)NCc2ccc(Cl)cc2)s1 | i | 6% | -19% | -36% | 0 | 16% | i | -2% | 0%
O=C1C2C3C=CC(C4CC34)C2C(=O)N1/N=C/c1ccc(-c2cccc([N+](=O)[O-])c2)o1 (stereo unspecified) | -22% | 7% | u | 40% | 2 | u | i | 12% | 0%
Cc1cc(NS(=O)(=O)c2ccc(NC(=O)CCCOc3ccccc3)cc2)no1 | -6% | -5% | 0% | 18% | -14 | 0% | i | 21% | -1%
O=C(CSc1nnc(-c2ccccc2Cl)o1)N1CCCC1 | -4% | 9% | -18% | -1% | -2 | 1% | i | 1% | 2%
Cn1c(=O)c2c(nc(N3CCN(c4ccccn4)CC3)n2Cc2ccc(Cl)cc2Cl)n(C)c1=O | -16% | 2% | -3% | x | -1 | 15% | i | 2% | -7%
CC(C)Nc1nc2c(-c3cccc(Br)c3)nnn2c2ccccc12 | -43% | 1% | 2% | -18% | x | -16% | x | -2% | x
O=C(O)CN1c2cccc3cccc(c23)S1(=O)=O | -6% | 0% | 18% | -8% | -24 | -18% | i | -2% | -3%
O=C(Nc1ccc2nn(-c3ccccc3)nc2c1)c1ccc2c(c1)OCO2 | -12%[57.5 µM] | 1% | 1% | 26% | 34 | u | i | 22% | -6%
O=C(CSc1nnc(-c2cc3ccccc3cc2O)n1Cc1ccco1)N1CCc2ccccc2C1 | -15% | -10% | 0% | 16µM* | -5 | -20% | i | -5% | 9%
COCCNC(=O)c1ccc2snnc2c1 | -5% | -10% | -4% | 15% | -21 | -15% | i | -10% | -19%
CC1(c2nnnn2Cc2ccccc2)CCC(=O)N1C1CC1 (stereo unspecified) | i | -4% | 32%[activator] | -5% | u | 12% | i | -7% | -5%
CCOC(=O)N1CCN(C(=O)CCc2ccccc2)CC1 | i | -4% | 4% | -20% | 20 | 0% | i | -8% | 7%
Cc1cc(Cl)c2oc(C(=O)N(C)Cc3nccn3C)c(C)c2c1 | -8% | u | 10% | -6% | -67* | -4% | i | 16% | 5%
CCCS(=O)(=O)NC(=O)C1(C)CCN(C(=O)Cc2cccc(OC)c2)C1 (stereo unspecified) | i | -1% | -10% | -10% | 18 | 9% | i | -6% | 1%
CN(C)c1c(N)[nH]c2c(c1=O)c(=O)n(C)c(=O)n2C | i | -15% | 45%[activator] | x | -1 | -20% | i | -11% | -1%
COc1ccc(OC)c(NC(=O)C2CC2c2ccccc2)c1 (stereo unspecified) | -26% | 3% | -35% | 14% | 10 | u | i | 22% | -23%
O=C(c1cccs1)N1CCN=C1SCc1ccccc1F | -19% | 11% | -5%[0.307 µM] | -8% | -12 | 18% | i | 16% | -5%
Cc1cc(C(=O)N2CCCC(C(=O)c3ccc(Cl)cc3C)C2)no1 (stereo unspecified) | -17% | 8% | u | 26% | -1 | -17% | i | -21% | 8%
COc1ccc(CCNC2CC(=O)N(C)C2=O)cc1OC (stereo unspecified) | i | -19% | 11% | -6% | -9 | -14% | i | 2% | 8%
CC(C)COP(=O)(c1ccc(N(C)C)cc1)C(O)c1cccnc1 (stereo unspecified) | i | 0% | 2% | -17% | 18 | 13% | i | 9% | 1%

Compound profiles, as listed above. Values in the order: PTHR1 agonist | GLP-1R agonist | GLP-1R inv ag | FUS yeast rescue | D3 antag | TDP-43 yeast inh | pAkt inh | Abeta rescue | aSyn rescue
`CCOC(=O)N1CCN(C(=O)CCc2ccccc2)CC1` is listed as i | -4% | 4% | -20% | 20 | 0% | i | -8% | 7%
`Cc1cc(Cl)c2oc(C(=O)N(C)Cc3nccn3C)c(C)c2c1` is listed as -8% | u | 10% | -6% | -67* | -4% | i | 16% | 5%
`Cn1c(=O)c2c(nc(N3CCN(c4ccccn4)CC3)n2Cc2ccc(Cl)cc2Cl)n(C)c1=O` is listed as -16% | 2% | -3% | x | -1 | 15% | i | 2% | -7%
`CC1(c2nnnn2Cc2ccccc2)CCC(=O)N1C1CC1` (stereo unspecified) is listed as i | -4% | 32%[activator] | -5% | u | 12% | i | -7% | -5%

(list continues)
SMILES | PTHR1 agonist | GLP-1R agonist | GLP-1R inv ag | FUS yeast rescue | D3 antag | TDP-43 yeast inh | pAkt inh | Abeta rescue | aSyn rescue
COc1cccc(NC(=O)CN(C)C(=O)c2cc3c(s2)CCCC3)c1 | -95%[inhibitor] | 2% | -19% | 9% | -8 | -6% | i | -4% | -5%[1.84 µM]
Nc1ccc(N2CCN(C(=O)c3ccco3)CC2)cc1 | i | -19% | 0% | u | -14 | -10% | i | -14% | 1%&2%
N#C/C(=C1\CCCN1)c1ccc2ccccc2n1 | -2%[57.5 µM] | 2% | 13% | -2% | 6 | -5% | i | -9% | 11%
COc1cccc(N/C=C/C(=O)c2ccc(Cl)cc2)c1 | -36% | -1% | u | 11% | -7 | -9% | i | -41%[inhibitor] | -41%[inhibitor]
O=C(NCCCN1CCCC1=O)c1ccc2c(=O)n(-c3ccccc3F)c(=S)[nH]c2c1 | -7% | -2% | -3%[7.66 µM] | 19% | -16 | 3% | i | -3% | -7%
CC(OC(=O)c1nsc(Cl)c1Cl)C(=O)NCc1ccco1 (stereo unspecified) | i | 5% | 5% | 11% | 9 | 16% | i | 7% | 6%
COc1ccc(OCC(=O)Nc2ccc3c(c2)nc(CN2CCCC2)n3C)cc1 | i | -3% | u | 8% | -54* | 20% | i | 15% | 1%
COc1ccccc1NS(=O)(=O)c1ccc(C)c(NC(=O)C2CCCO2)c1 (stereo unspecified) | i | 6% | 11% | 4% | 2 | -1% | i | -13% | 7%
COc1ccc(CNS(=O)(=O)c2ccc(-c3ccc(=O)[nH]n3)o2)cc1 | i | 8% | 9% | -21% | -9 | 12% | i | x | 1%
C[C@@H]1CN([C@H](C)CO)C(=O)CCCn2cc(nn2)CO[C@H]1CN(C)C(=O)Nc1cccc2ccccc12 | -16% | -7% | 4% | -8% | 14 | 15% | i | -13% | -5%
OC(c1ccc2c(c1)OCO2)c1nccc2ccccc12 (stereo unspecified) | -2%[57.5 µM] | 0% | -14% | 15% | -7 | -11% | i | 0% | 2%

Compound activity (PubChem BioAssay)
